Screening results deposited in PubChem by National Center for Advancing Translational Sciences (NCATS).
EPAC1 antagonist – blocks human EPAC1 exchange factor | O95398 | EPAC1 GEF assay, Rap1b-BODIPY-GDP exchange fluorescence | Potency, µM (titrated, usually from 115 µM), for the others: at the highest dose activity change, negative = inhibition, actives largely listed as inhibitors | 360,000 tested, 0.14% active;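 also: potency is read from the fitted curve at half-maximal effect; plate controls were vehicle for no effect and positive control for full effect; nearly all actives have a fitted effect of over 50% in size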
PI5P4K alpha inh – PI5P4K alpha (human) kinase inhibition; P48426; PI5P4Kalpha enzyme, ADP-Glo luminescence, 60 min; hits give low values; max response, %; 330,000 tested, 1.2% active; active = max response of -50% or lower; inconclusive = between -30% and -50%; inactive = -30% or higher; also: value at the top dose of about 77 µM; % is scaled to controls: 0 for no effect and ±100 for the full control effect
Target sequence (P48426 whole entry, looked up): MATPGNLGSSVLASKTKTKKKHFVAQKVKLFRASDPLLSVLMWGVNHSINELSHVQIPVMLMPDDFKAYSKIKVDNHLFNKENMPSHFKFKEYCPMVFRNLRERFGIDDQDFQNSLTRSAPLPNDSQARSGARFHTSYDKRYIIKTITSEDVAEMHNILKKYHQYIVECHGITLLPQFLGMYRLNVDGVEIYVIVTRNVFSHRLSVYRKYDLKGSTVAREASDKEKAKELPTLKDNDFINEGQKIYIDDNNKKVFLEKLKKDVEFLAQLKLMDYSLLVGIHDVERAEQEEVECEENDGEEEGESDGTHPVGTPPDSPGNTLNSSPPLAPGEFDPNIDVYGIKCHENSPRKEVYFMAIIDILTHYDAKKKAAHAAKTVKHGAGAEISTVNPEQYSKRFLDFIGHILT
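PI5P4Kalpha ADP-Glo assay; 5 microM ATP final; 60 min RT reaction; HEPES pH 7.4/EGTA/CHAPS, 5% DMSO; controls lacking substrate or enzyme; luminescent end-point.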
CCT chaperon mod – cytosolic chaperonin activity modulation | purified chaperonin ATPase assay, HTRF ADP detection, 30 min | activity change, % (test concentration not listed), hits read low | AID 651819 | 360,000 tested, 0.3% active; in the data active = activity change below about -30%; also: % is scaled to controls: 0 for no effect and ±100 for the full control effect
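TRiC (40 or 20 nM final, by batch activity) in 30 mM Tris pH 7.4, 100 mM KCl, 5 mM MgCl2, 1 mM DTT was treated with compound at 76 uM single dose, then 10 uM ATP, 30 min at 37 °C. ADP was read by HTRF Transcreener.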
EPAC1 agonist – EPAC1 (human) agonism | O95398 | EPAC1 agonist qHTS, biochemical assay; response scale: 100% = response to 6.5 mM cAMP | 360,000 tested, 0.073% active | Potency, µM (series often up to 154 µM), for the others: at the highest dose activation, hits mostly activators; also: potency is read from the fitted curve at half-maximal effect; nearly all actives have a fitted effect of over 60% in size
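Nucleotide exchange by EPAC1 (100 nM) on Rap1B–BODIPY-GDP (250 nM) in the presence of 50 uM GDP is tracked fluorescently at 480/540 nm over 30 min. Signals are normalized to a 6.5 mM cAMP control.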
IL2 activator – activates IL-2 in a cell-based reporter assay; activation, % (series mostly up to about 46 µM); IL-2 activation reporter assay, cell-based qHTS; stimulated with anti-CD3/CD4/CD28 beads; in transgenic mouse T cells; 360,000 tested, 0.065% active; in the data active = activation above about 50%; inconclusive = mostly about 30% to 49%; also: 0% is about no effect
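Readout: EGFP and DsRed signals by fluorescent plate cytometry. Unstimulated transgenic mouse T cells received compound 60 min before antibody-bead stimulation, then incubated 18 h at 37 degrees C.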
PLK1 PBD inh – blocks phosphopeptide binding to human PLK1 polo-box domain. 360,000 tested, 2.8% active. Potency, µM, for inactives: max response, negative = inhibition, usual class: inhibitors. Plk1 PBD binding of FITC phosphopeptide, fluorescence polarization. P53350; also: potency is read from the fitted curve at half-maximal effect; series mostly up to about 57 µM; % is scaled to controls: 0 for no effect and ±100 for the full control effect; nearly all actives have a fitted effect of over 65% in size
Target sequence (P53350 whole entry, looked up, the tested form may be a part): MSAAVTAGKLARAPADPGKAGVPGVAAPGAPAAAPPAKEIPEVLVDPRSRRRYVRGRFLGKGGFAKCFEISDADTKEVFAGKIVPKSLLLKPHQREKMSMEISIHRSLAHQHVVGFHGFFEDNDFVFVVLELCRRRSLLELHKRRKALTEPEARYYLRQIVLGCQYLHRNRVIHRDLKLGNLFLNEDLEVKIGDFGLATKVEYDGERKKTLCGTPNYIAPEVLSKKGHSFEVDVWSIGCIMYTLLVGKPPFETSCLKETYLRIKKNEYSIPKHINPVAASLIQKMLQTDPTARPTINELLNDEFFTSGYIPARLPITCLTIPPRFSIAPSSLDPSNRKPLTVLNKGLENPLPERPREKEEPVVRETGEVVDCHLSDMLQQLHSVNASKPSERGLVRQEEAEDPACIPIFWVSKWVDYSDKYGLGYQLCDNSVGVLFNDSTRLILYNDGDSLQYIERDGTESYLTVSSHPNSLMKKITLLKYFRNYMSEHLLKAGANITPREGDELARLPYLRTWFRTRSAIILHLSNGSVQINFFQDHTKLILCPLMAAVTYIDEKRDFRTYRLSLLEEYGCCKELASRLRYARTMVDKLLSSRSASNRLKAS
WRN inhibitor – WRN helicase (human) inhibition; WRN helicase unwinding, fluorescent forked duplex, kinetic; Potency, µM (highest dose often 114 µM), without a hit: top-dose activity change, negative = inhibition, hits mostly inhibitors; 360,000 tested, 0.46% active; AID 651768; also: potency is read from the fitted curve at half-maximal effect; % is scaled to controls: 0 for no effect and ±100 for the full control effect; nearly all actives have a fitted effect of over 55% in size
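Primary qHTS, 1536-well format. 20 nM WRN + compound, 15 min RT; start with 100 nM forked fluorophore/quencher duplex, 2 mM ATP (final); kinetic read ex 525/em 598 nm.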
EPAC2 ag – activates human EPAC2 exchange factor. EPAC2 activation, biochemical qHTS; response scale: 100% = 6.5 mM cAMP response. Potency, µM (top dose mostly 154 µM), without a hit: at the top dose activation, actives largely listed as activators. 360,000 tested, 0.079% active; also: potency is read from the fitted curve at half-maximal effect; nearly all actives have a fitted effect of over 50% in size
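Nucleotide exchange monitored as fluorescence drop when BODIPY-GDP leaves Rap1B. Reaction: 100 nM EPAC2, 250 nM RAP1B-BODIPY-GDP, 50 uM GDP, room temperature, kinetic read over 30 min. Activity expressed relative to 6.5 mM cAMP.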
* = called active by the depositor. Unless noted, calls follow the shape of the dose curve; as a rule, active = well fitted curve in the direction sought with a large enough effect; inconclusive = small, poorly fitted or top-dose-only effect, or another doubt; inactive = no such curve, though single readings can be large; an effect the other way counts as inactive or inconclusive. These rows are one share of the data (hit frequency here may not be typical).

For Nc1ccc(C#Cc2c(-c3ccsc3)oc3ccc(N4CCOCC4)cc23)cc1 the results were EPAC1 antagonist -1%, PI5P4K alpha inh 56, CCT chaperon mod 0.5, EPAC1 agonist -11%, IL2 activator 0.4, PLK1 PBD inh 7%, WRN inhibitor 2% and EPAC2 ag 2%.
CCOc1ccc(S(=O)(=O)NCc2csc(C)n2)cc1 was read as EPAC1 antagonist -4%, CCT chaperon mod 1.9, EPAC1 agonist -5%, IL2 activator 7.1, PLK1 PBD inh -3%, WRN inhibitor 0% and EPAC2 ag -3%.
CC(=O)Nc1ccc(S(=O)(=O)N(C)CC(=O)OCC(=O)Nc2ccc3c(c2)OCO3)cc1 was read as EPAC1 antagonist -20%, PI5P4K alpha inh -8, CCT chaperon mod -0.6, EPAC1 agonist -8%, IL2 activator -0.2, PLK1 PBD inh -1%, WRN inhibitor -19% and EPAC2 ag 4%.
For CC(C)N(C(=O)COC(=O)c1ccc([N+](=O)[O-])cc1)c1ccccc1 the results were EPAC1 antagonist -6%, PI5P4K alpha inh -8, CCT chaperon mod -0.5, EPAC1 agonist -11%, IL2 activator 0.3, PLK1 PBD inh -4%, WRN inhibitor 7% and EPAC2 ag 3%.
O=C(NCC1CCCO1)c1ccccn1 (configuration not stated) was read as EPAC1 antagonist -2%, PI5P4K alpha inh -4, CCT chaperon mod 2.5, EPAC1 agonist 1%, IL2 activator -0.7, PLK1 PBD inh -12%, WRN inhibitor -3% and EPAC2 ag -19%.
`CCOCCc1nnc(NC(=O)C(CC)c2ccccc2)s1` (configuration not stated) gave EPAC1 antagonist 0%, CCT chaperon mod -2.2, EPAC1 agonist -4%, IL2 activator -0.6, PLK1 PBD inh -10%, WRN inhibitor 6% and EPAC2 ag 11%.
`C=CCOC(=O)c1[nH]c2c(c1C)C(=O)CC(c1cc(OC)c(OC)c(OC)c1)C2` (configuration not stated) gave EPAC1 antagonist -24%, PI5P4K alpha inh -3, CCT chaperon mod 0.4, EPAC1 agonist -10%, IL2 activator -3.1, PLK1 PBD inh -6%, WRN inhibitor -1% and EPAC2 ag -4%.
Cc1cc(C)n2nc(SC(C)C(=O)N(C)c3ccccc3)nc2n1 (configuration not stated) was read as EPAC1 antagonist -18%, PI5P4K alpha inh 2, CCT chaperon mod -4.4, EPAC1 agonist 0%, IL2 activator 0.5, PLK1 PBD inh 5%, WRN inhibitor -10% and EPAC2 ag 2%.
For O=C1COc2ccc(C(=O)CSc3nnc(Cc4ccccc4)o3)cc2N1 the results were EPAC1 antagonist 9%, PI5P4K alpha inh 2, CCT chaperon mod 0.2, EPAC1 agonist 3%, IL2 activator 2.0, PLK1 PBD inh -5%, WRN inhibitor 1% and EPAC2 ag -3%.
CCc1nnc(SCC(=O)N2CCCc3ccccc32)nc1CC was read as EPAC1 antagonist -4%, PI5P4K alpha inh -7, CCT chaperon mod -1.5, EPAC1 agonist 8%, IL2 activator 1.4, PLK1 PBD inh -15%, WRN inhibitor -4% and EPAC2 ag -3%.
`O=C(/C=C/c1c(Cl)cccc1Cl)NCc1ccco1` gave EPAC1 antagonist -19%, PI5P4K alpha inh -2, CCT chaperon mod 2.1, EPAC1 agonist 7%, IL2 activator -1.8, PLK1 PBD inh -5%, WRN inhibitor -6% and EPAC2 ag -1%.
Cc1ccc(-c2nc(CS(=O)(=O)CC(=O)NC3CCCCCC3)c(C)o2)cc1 was read as EPAC1 antagonist 0%, PI5P4K alpha inh -4, CCT chaperon mod 0.5, EPAC1 agonist 8%, IL2 activator -0.8, PLK1 PBD inh -14%, WRN inhibitor -6% and EPAC2 ag -2%.
`Cc1ccc(C(=O)N2CCOCC2)cc1S(=O)(=O)N1CCOCC1` gave EPAC1 antagonist -2%, PI5P4K alpha inh -4, CCT chaperon mod 0.1, EPAC1 agonist 4%, IL2 activator 0.6, PLK1 PBD inh 4%, WRN inhibitor 1% and EPAC2 ag 2%.
`COc1cc(OC)c2ccc(=O)oc2c1C(CC(=O)N1CCOCC1)c1ccc2c(c1)OCO2` (configuration not stated) gave EPAC1 antagonist -2%, PI5P4K alpha inh 0, CCT chaperon mod 0.0, EPAC1 agonist 3%, IL2 activator -0.4, PLK1 PBD inh 6%, WRN inhibitor -1% and EPAC2 ag 4%.
`O=C(c1cc(-c2ccc(Cl)cc2)n(-c2cc(Cl)ccc2Cl)n1)N1CCOCC1` gave EPAC1 antagonist -18%, PI5P4K alpha inh 1, CCT chaperon mod 2.6, EPAC1 agonist 6%, IL2 activator 0.3, PLK1 PBD inh -7%, WRN inhibitor 2% and EPAC2 ag -4%.
For COC(=O)C1CCN(C(=O)[C@H](C)NC(=O)C2CC(=O)N(c3ccc(F)cc3)C2)CC1 (some centres not stated) the results were EPAC1 antagonist -15%, PI5P4K alpha inh 5, CCT chaperon mod -1.9, EPAC1 agonist -3%, IL2 activator 0.0, PLK1 PBD inh -9%, WRN inhibitor -7% and EPAC2 ag 1%.
Screening Cc1ccc(C)c(NC(=O)[C@@H]2CCCN2S(=O)(=O)c2ccccc2F)c1 returned EPAC1 antagonist -8%, PI5P4K alpha inh 2, CCT chaperon mod -3.6, EPAC1 agonist -1%, IL2 activator 0.6, PLK1 PBD inh -6%, WRN inhibitor -4% and EPAC2 ag 8%.
For CC(Cc1ccccc1)NC(=S)CN1CCCC1=S (configuration not stated) the results were EPAC1 antagonist -9%, PI5P4K alpha inh 0, CCT chaperon mod -3.6, EPAC1 agonist 0%, IL2 activator -1.6, PLK1 PBD inh -3%, WRN inhibitor 7% and EPAC2 ag 19%.
Cn1nc(CC(=O)Nc2ccc(N3CCN(C(=O)OC(C)(C)C)CC3)cc2)c2ccccc2c1=O was read as EPAC1 antagonist -3%, PI5P4K alpha inh 5, CCT chaperon mod -0.9, EPAC1 agonist 13%, IL2 activator 0.9, PLK1 PBD inh -8%, WRN inhibitor 5% and EPAC2 ag -15%.
For COc1cc([N+](=O)[O-])c(C)cc1NC(=O)c1ccc(OC)c(OC)c1 the results were EPAC1 antagonist -8%, PI5P4K alpha inh -4, CCT chaperon mod -2.8, EPAC1 agonist 4%, IL2 activator -1.8, PLK1 PBD inh -8%, WRN inhibitor 3% and EPAC2 ag 4%.

Looked up one by one from the entries so far:
`COc1cc(OC)c2ccc(=O)oc2c1C(CC(=O)N1CCOCC1)c1ccc2c(c1)OCO2` (configuration not stated) gave EPAC1 antagonist -2%, PI5P4K alpha inh 0, CCT chaperon mod 0.0, EPAC1 agonist 3%, IL2 activator -0.4, PLK1 PBD inh 6%, WRN inhibitor -1% and EPAC2 ag 4%.
Cn1nc(CC(=O)Nc2ccc(N3CCN(C(=O)OC(C)(C)C)CC3)cc2)c2ccccc2c1=O was read as EPAC1 antagonist -3%, PI5P4K alpha inh 5, CCT chaperon mod -0.9, EPAC1 agonist 13%, IL2 activator 0.9, PLK1 PBD inh -8%, WRN inhibitor 5% and EPAC2 ag -15%.

Going on with the list.
`CCCCNC(=O)c1ccc2c(c1)S(=O)(=O)c1ccccc1C2=O` gave EPAC1 antagonist -5%, PI5P4K alpha inh 0, CCT chaperon mod -0.3, EPAC1 agonist 2%, IL2 activator -3.2, PLK1 PBD inh -3%, WRN inhibitor -4% and EPAC2 ag 2%.
CCn1c(SCc2c(F)cccc2Cl)nnc1-c1ccco1 was read as EPAC1 antagonist -10%, CCT chaperon mod -0.5, EPAC1 agonist 5%, IL2 activator -2.4, PLK1 PBD inh -8%, WRN inhibitor -14% and EPAC2 ag 13%.
For NC(=O)CC(NC(=O)c1ccccc1)C(=O)O (configuration not stated) the results were EPAC1 antagonist -9%, PI5P4K alpha inh 0, CCT chaperon mod 1.4, EPAC1 agonist -7%, IL2 activator -0.5, PLK1 PBD inh -5%, WRN inhibitor 7% and EPAC2 ag 7%.
For CCOc1nc(NCc2ccco2)nc(Nc2ccccc2F)n1 the results were EPAC1 antagonist 7%, PI5P4K alpha inh -1, CCT chaperon mod -7.5, EPAC1 agonist 0%, IL2 activator 0.0, PLK1 PBD inh -9%, WRN inhibitor 4% and EPAC2 ag -8%.
COc1cc(C(=O)NCCOc2cc(C)cc(C)c2)cc(OC)c1OC was read as EPAC1 antagonist 7%, PI5P4K alpha inh -2, CCT chaperon mod 0.5, EPAC1 agonist 0%, IL2 activator -2.0, PLK1 PBD inh 0%, WRN inhibitor -2% and EPAC2 ag 6%.
Screening Cc1ccccc1NCC(=O)N/N=C\c1ccc2c(c1)OCO2 returned EPAC1 antagonist -11%, PI5P4K alpha inh 4, CCT chaperon mod -9.1, EPAC1 agonist -9%, IL2 activator -0.2, PLK1 PBD inh -5%, WRN inhibitor 3% and EPAC2 ag -6%.
For O=S1(=O)C=C(N2CCOCC2)c2ccccc21 the results were EPAC1 antagonist 2%, PI5P4K alpha inh 0, CCT chaperon mod 1.1, EPAC1 agonist 1%, IL2 activator -3.1, PLK1 PBD inh -6%, WRN inhibitor -7% and EPAC2 ag 0%.
Screening Cc1cc(C)cc(NC(=S)Nc2cccc3cnccc23)c1 returned EPAC1 antagonist -1%, PI5P4K alpha inh 0, CCT chaperon mod -0.4, EPAC1 agonist 7%, IL2 activator -0.3, PLK1 PBD inh inconclusive, WRN inhibitor -2% and EPAC2 ag 14%.
O=C(CCc1nnc2ccc(N3CCCC3)nn12)Nc1ccc(F)c(F)c1 was read as EPAC1 antagonist 20%, PI5P4K alpha inh -1, CCT chaperon mod -0.2, EPAC1 agonist 4%, IL2 activator -0.5, PLK1 PBD inh -11%, WRN inhibitor 6% and EPAC2 ag 1%.
COc1cc2nc(C)sc2cc1SC was read as EPAC1 antagonist 0%, PI5P4K alpha inh -21, CCT chaperon mod -1.2, EPAC1 agonist 7%, IL2 activator 1.8, PLK1 PBD inh 24µM*, WRN inhibitor 2% and EPAC2 ag 2%.
Screening COc1cccc(CC(=O)Nc2nc(-c3ccc(F)c(F)c3)cs2)c1 returned EPAC1 antagonist -4%, PI5P4K alpha inh -2, CCT chaperon mod -2.5, EPAC1 agonist -2%, IL2 activator -0.8, PLK1 PBD inh 5%, WRN inhibitor -10% and EPAC2 ag 0%.
Cc1ccccc1OCCCCN1CCCCC1 was read as EPAC1 antagonist 11%, PI5P4K alpha inh -9, CCT chaperon mod -0.8, EPAC1 agonist 7%, IL2 activator -0.4, PLK1 PBD inh -7%, WRN inhibitor -4% and EPAC2 ag -2%.
Screening Cc1cc(Cl)ccc1OCC(=O)N/N=C/c1ccncc1 returned EPAC1 antagonist -8%, PI5P4K alpha inh -2, CCT chaperon mod 0.8, EPAC1 agonist -5%, IL2 activator -2.5, PLK1 PBD inh -1%, WRN inhibitor 4% and EPAC2 ag 5%.
